POLK inh: DNA polymerase kappa (human) inhibition | Q9UBT6 | purified Pol kappa, fluorescent DNA synthesis assay, 10 min | Potency, µM (titrated, usually from 107 µM), for inactives: at the top dose activity, negative = inhibition, usual class: inhibitors | actives 0.53% (n = 400,000)
Target sequence (Q9UBT6 whole entry, looked up): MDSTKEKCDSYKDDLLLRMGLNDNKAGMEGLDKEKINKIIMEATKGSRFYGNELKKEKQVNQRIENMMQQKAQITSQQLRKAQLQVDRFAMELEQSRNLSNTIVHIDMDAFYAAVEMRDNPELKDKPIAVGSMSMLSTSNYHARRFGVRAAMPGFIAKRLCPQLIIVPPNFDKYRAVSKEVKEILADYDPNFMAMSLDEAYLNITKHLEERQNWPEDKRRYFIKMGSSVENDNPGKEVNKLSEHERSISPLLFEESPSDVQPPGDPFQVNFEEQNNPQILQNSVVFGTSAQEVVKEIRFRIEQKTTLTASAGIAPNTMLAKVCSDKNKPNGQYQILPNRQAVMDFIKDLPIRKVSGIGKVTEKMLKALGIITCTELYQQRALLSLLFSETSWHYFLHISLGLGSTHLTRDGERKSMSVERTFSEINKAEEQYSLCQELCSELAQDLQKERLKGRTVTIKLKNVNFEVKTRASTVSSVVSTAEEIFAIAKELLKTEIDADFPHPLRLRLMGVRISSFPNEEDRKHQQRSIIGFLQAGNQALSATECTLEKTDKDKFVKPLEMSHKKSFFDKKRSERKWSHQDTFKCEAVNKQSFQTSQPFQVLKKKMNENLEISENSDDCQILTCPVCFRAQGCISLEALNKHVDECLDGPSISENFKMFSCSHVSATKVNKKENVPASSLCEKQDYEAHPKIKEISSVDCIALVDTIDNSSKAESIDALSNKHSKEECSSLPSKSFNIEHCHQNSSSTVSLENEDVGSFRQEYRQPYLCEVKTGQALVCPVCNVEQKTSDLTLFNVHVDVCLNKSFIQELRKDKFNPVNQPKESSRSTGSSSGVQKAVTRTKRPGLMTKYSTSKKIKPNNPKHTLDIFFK
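10 nM Pol kappa was preincubated with compounds for 15 min at room temperature. Reaction started with 50 nM (final) substrate. Fluorescence read kinetically at 0 and 10 min.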
Apoferritin bind: binds horse apoferritin like a general anesthetic | P02791 | apoferritin/1-aminoanthracene competitive binding, fluorescence | Potency, µM (series often up to 77.5 µM), without a hit: at the highest dose activity change, negative = displacement, hits mostly inhibitors | actives 0.074% (n = 350,000) | AID 485281; also: nearly all actives have a fitted effect of over 20% in size
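Read-out: endpoint 1-AMA fluorescence, excitation 380 nm and emission 535 nm, after compounds sit 10 min at room temperature with 10 uM horse-spleen apoferritin in 50% saturated 1-AMA/PBS. Values come from four-parameter Hill fits.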
APEX1 inh: blocks human APE1 abasic DNA cleavage; recombinant APE1, TAMRA/BHQ-2 abasic DNA cleavage fluorescence; actives 0.35% (n = 350,000); AID 2517; Potency, µM (top dose mostly 65.8 µM), without a hit: top-dose activity change, negative = inhibition, actives largely listed as inhibitors;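 also: plate controls were vehicle for no effect and reference inhibitor for full effect; nearly all actives have a fitted effect of over 55% in size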
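Enzyme (0.75 nM final) and test compound are incubated 15 min at room temperature before adding 50 nM quenched THF abasic-site duplex. Cleavage dequenches TAMRA, followed at 525/598 nm over three reads one minute apart.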
* = called active by the depositor; u = inconclusive; [ ] = dose if it differs, or a comment. Calls follow the shape of the dose curve; as a rule, active = well fitted curve in the direction sought with a large enough effect; inconclusive = small, poorly fitted or top-dose-only effect, or another doubt; inactive = no such curve, though single readings can be large; an effect the other way counts as inactive or inconclusive. Unless noted, % is scaled to controls: 0 for no effect and ±100 for the full control effect; potency is read from the fitted curve at half-maximal effect. These rows are one share of the data, so the mix of outcomes need not match the whole.

SMILES | POLK inh | Apoferritin bind | APEX1 inh
C/C=C(\C)C(=O)OC1[C@@H]2C=C3C4CC(=O)OC(c5ccoc5)[C@]4(C)CCC3[C@@](C)(C2=O)C(C(O)C(=O)OC)C1(C)C (some centres undefined) | -9%[60.1 µM] | 9% | -4%
CC(C)C[C@H](NC(=O)[C@H](CC(C)C)NC(=O)[C@@H](Cc1c[nH]c2ccccc12)NC(=O)[C@H](Cc1ccccc1)NC(=O)[C@@H](Cc1c[nH]c2ccccc12)NC(=O)[C@H](CCC(N)=O)NC(=O)[C@H](CCC(N)=O)NC(=O)[C@@H]1CCCN1C(=O)[C@H](CCCCN)NC(=O)[C@@H]1CCCN1C(=O)[C@@H](CCCNC(=N)N)NC(=O)[C@@H]1CCCN1C(=O)CNC(=O)[C@H](CC(C)C)NC(=O)[C@H](CC(C)C)NC(=O)[C@H](Cc1ccc(O)cc1)NC(=O)CNC(=O)[C@H](C)NC(=O)[C@H](CO)NC(=O)[C@H](CC(N)=O)NC(=O)[C@H](CC(C)C)NC(=O)[C@@H](NC(=O)[C@H](Cc1c[nH]c2ccccc12)NC(=O)CN)[C@@H](C)O)C(N)=O | 12%[60.1 µM] | -19% | 2%
CC(=O)OC1CC[C@]2(C)C(CC[C@@]3(C)C2C(=O)C=C2C4C(C)C(C)CC[C@@]4(C(=O)O)CCC23C)C1(C)C (some centres undefined) | -11%[60.1 µM] | -21% | -10%
O=c1ccn(C2OC(COP(=O)(O)OP(=O)(O)OP(=O)(O)O)C(O)C2O)c(=O)[nH]1 (centres undefined) | -7%[60.1 µM] | 5% | -6%
CCCCCCCCCCCCC/C=C/[C@@H](O)[C@H](CO)NC(=O)CCCCC | u | -17% | u
CCOC(=O)C1C/C(=C\C(C)=O)c2cccc(C(F)(F)F)c2O1 (centres undefined) | -16% | -19%[110 µM] | 10%
CCSC[C@H](NC(=O)[C@H](C)NC(=O)[C@@H](N)Cc1ccc(O)cc1)C(=O)N[C@@H](CC(=O)O)C(=O)N[C@H](C(=O)N[C@@H](C)C(=O)N[C@H](C(=O)N[C@@H](CSCC)C(=O)N[C@H](C(=O)N[C@H](C(=O)N[C@@H](Cc1cnc[nH]1)C(=O)N[C@@H](CCCNC(=N)N)C(=O)N[C@@H](CC(C)C)C(=O)N[C@@H](C)C(=O)NCC(=O)N[C@@H](CC(C)C)C(=O)N[C@@H](CC(C)C)C(=O)N[C@@H](CO)C(=O)N[C@@H](CCCNC(=N)N)C(=O)N[C@@H](CO)C(=O)NCC(=O)NCC(=O)N[C@H](C(=O)N[C@H](C(=O)N[C@@H](CCCCN)C(=O)N[C@@H](CC(N)=O)C(=O)N[C@@H](CC(N)=O)C(=O)N[C@@H](Cc1ccccc1)C(=O)N[C@H](C(=O)N1CCC[C@H]1C(=O)N[C@H](C(=O)N[C@@H](CC(N)=O)C(=O)N[C@H](C(=O)NCC(=O)N[C@@H](CO)C(=O)N[C@@H](CCCCN)C(=O)N[C@@H](C)C(=O)N[C@@H](Cc1ccccc1)C(N)=O)C(C)C)[C@@H](C)O)C(C)C)C(C)C)C(C)C)[C@@H](C)O)C(C)C)[C@@H](C)O)[C@@H](C)O | 19%[60.1 µM] | -11% | 0%
C[C@@H]1CCC[C@]2(C)CCCC[C@@]12O | 19%[60.1 µM] | u | -5%
O=C(O)COc1ccc2ccccc2c1 | 9%[60.1 µM] | -4% | -7%
N[C@H](Cc1cc(I)c(Oc2ccc(O)c(I)c2)c(I)c1)C(=O)O | -5%[12 µM] | -1%[29.3 µM] | -1%[21 µM]
CC[C@H](C)[C@H](NC(=O)CNC(=O)[C@H](C)NC(=O)[C@H](C)N)C(=O)NCC(=O)N[C@H](C(=O)N[C@@H](CC(C)C)C(=O)N[C@H](C(=O)N[C@H](C(=O)O)C(C)C)[C@@H](C)O)[C@@H](C)CC | 9%[60.1 µM] | -9% | -2%
CC(C)C[C@H](NC(=O)CNC(=O)[C@H](CCC(N)=O)NC(=O)[C@H](CC(C)C)NC(=O)[C@H](CC(C)C)NC(=O)[C@H](CCCNC(=N)N)NC(=O)[C@H](CCC(N)=O)NC(=O)[C@H](CC(C)C)NC(=O)[C@H](CCCNC(=N)N)NC(=O)[C@H](C)NC(=O)CNC(=O)[C@H](CCC(=O)O)NC(=O)[C@H](CCCNC(=N)N)NC(=O)[C@H](CC(C)C)NC(=O)[C@H](CCCNC(=N)N)NC(=O)[C@H](CO)NC(=O)[C@H](CC(C)C)NC(=O)[C@H](CCC(=O)O)NC(=O)[C@H](CO)NC(=O)[C@@H](NC(=O)[C@H](Cc1ccccc1)NC(=O)[C@@H](NC(=O)CNC(=O)[C@H](CC(=O)O)NC(=O)[C@H](CO)NC(=O)[C@@H](N)Cc1cnc[nH]1)[C@@H](C)O)[C@@H](C)O)C(=O)N[C@H](C(N)=O)C(C)C | 20%[60.1 µM] | -2% | 3%
CC[C@H](C)[C@H](NC(=O)[C@H](Cc1cnc[nH]1)NC(=O)[C@@H](NC(=O)[C@H](CCCNC(=N)N)NC(=O)[C@H](CCCCN)NC(=O)[C@H](CCCNC(=N)N)NC(=O)[C@H](CCCCN)NC(=O)[C@@H](N)CC(N)=O)[C@@H](C)CC)C(=O)NCC(=O)N1CCC[C@H]1C(=O)NCC(=O)N[C@@H](CCCNC(=N)N)C(=O)N[C@@H](C)C(=O)N[C@@H](Cc1ccccc1)C(=O)N[C@@H](Cc1ccc(O)cc1)C(=O)N[C@H](C(=O)N[C@H](C(=O)N[C@@H](CCCCN)C(=O)N[C@@H](CC(N)=O)C(=O)N[C@H](C(=O)N[C@H](C(=O)NCC(=O)N[C@H](C(=O)N[C@H](C(=O)N[C@@H](CS)C(=O)O)[C@@H](C)CC)[C@@H](C)O)[C@@H](C)CC)[C@@H](C)CC)[C@@H](C)O)[C@@H](C)O | u | 3% | 2%
O=C1CC(c2ccc3c(c2)OCO3)c2ccc(O)cc2O1 (centres undefined) | -1% | -2%[110 µM] | -3%
COc1ccc2[nH]c(-c3ccccc3)cc(=O)c2c1 | -13% | -9%[163 µM] | 8%[120 µM]
NC(=O)N/N=C\c1ccc([N+](=O)[O-])o1 | -2%[12 µM] | -10%[29.3 µM] | 8%[21 µM]
NCC1O[C@@H](O[C@H]2C(O)C(O[C@@H]3C(O[C@H]4OC(CO)C(O)C(O)C4N)C(N)CC(N)[C@H]3O)O[C@@H]2CO)C(N)C(O)C1O (some centres undefined) | -2%[60.1 µM] | -5% | -8%
Cc1cccc(C2=NN(c3ccccc3)[C@H](CO)[C@H]2C)c1 | -11% | 102%[activator][110 µM] | 2%
CC[C@H](C)[C@H](NC(=O)[C@H](Cc1ccccc1)NC(=O)[C@H](C)NC(=O)[C@H](CC(=O)O)NC(=O)[C@H](CCCCN)NC(=O)[C@H](CO)NC(=O)[C@@H]1CCCN1C(=O)[C@@H]1CCC(=O)N1)C(=O)NCC(=O)N[C@@H](CC(C)C)C(=O)N[C@@H](CCSC)C(N)=O | 19%[60.1 µM] | 11% | 3%
Cc1ccc2[nH]c(-c3ccc(F)cc3F)cc(=O)c2c1 | -14% | 6%[163 µM] | -4%[120 µM]
O=C(c1ccc(Cl)cc1Cl)n1nnc2ccccc21 | u | -3% | -2%
C#C[C@]1(O)CCC2C3CCC4=C(CCC(=O)C4)C3CC[C@@]21C (some centres undefined) | -9%[60.1 µM] | 11% | 4%
COc1cccc(-c2cc(=O)c3cc(NC(=O)c4cccnc4)ccc3[nH]2)c1 | -7%[60.1 µM] | -2%[110 µM] | 13%
CCn1cc(C(=O)O)c(=O)c2cnc(N3CCCC3)nc21 | -2%[60.1 µM] | 8%[29.3 µM] | 1%
CC(=O)OCC1=C[C@H]2[C@@H]3C(C)(C)[C@]3(OC(C)=O)C[C@@H](C)[C@]2(O)[C@@H]2C=C(C)C(=O)[C@@]2(O)C1 | -8%[12 µM] | 2% | 14%

Reprinted from the part before: six entries, then new ones.
SMILES | POLK inh | Apoferritin bind | APEX1 inh
Cc1ccc2[nH]c(-c3ccc(F)cc3F)cc(=O)c2c1 | -14% | 6%[163 µM] | -4%[120 µM]
O=C(c1ccc(Cl)cc1Cl)n1nnc2ccccc21 | u | -3% | -2%
C#C[C@]1(O)CCC2C3CCC4=C(CCC(=O)C4)C3CC[C@@]21C (some centres undefined) | -9%[60.1 µM] | 11% | 4%
COc1cccc(-c2cc(=O)c3cc(NC(=O)c4cccnc4)ccc3[nH]2)c1 | -7%[60.1 µM] | -2%[110 µM] | 13%
CCn1cc(C(=O)O)c(=O)c2cnc(N3CCCC3)nc21 | -2%[60.1 µM] | 8%[29.3 µM] | 1%
CC(=O)OCC1=C[C@H]2[C@@H]3C(C)(C)[C@]3(OC(C)=O)C[C@@H](C)[C@]2(O)[C@@H]2C=C(C)C(=O)[C@@]2(O)C1 | -8%[12 µM] | 2% | 14%
CCC[C@H](NC(=O)[C@H](CC(C)C)N(C)C(=O)CNC(=O)[C@@H](NC(=O)[C@H](Cc1ccccc1)NC(=O)[C@H](CCCCN)NC(=O)[C@@H](N)CC(=O)O)C(C)C)C(N)=O | 17%[60.1 µM] | 2% | -7%
COc1ccc(-c2coc3c(OC)c(OC)cc(O)c3c2=O)cc1 | u | -2% | 15%
C[C@@]12CCC3c4ccc(OS(=O)(=O)O)cc4CCC3C1CCC2O (some centres undefined) | 0%[60.1 µM] | 4% | -1%
COc1cc(OC)c2c(c1)OC(=O)CC2c1ccccc1OC (centres undefined) | -21% | -16%[110 µM] | 11%
O=C(/C=C/c1ccccc1)OC1CC(O)C2(O)C=CO[C@@H](OC3OC(CO)C(O)C(O)C3O)C12 (some centres undefined) | -5%[60.1 µM] | 2% | -4%
CN1CCN(C2Cc3ccccc3Sc3ccc(S)cc32)CC1 (centres undefined) | -12%[60.1 µM] | -13% | 8%
C[N+]1(C)C2CCC1CC(OC(=O)C(O)c1ccccc1)C2 (centres undefined) | -10%[60.1 µM] | -2% | -2%
NC(Cc1cc(I)c(Oc2ccc(O)c(I)c2)c(I)c1)C(=O)O (centres undefined) | -6%[60.1 µM] | 4% | u
NC(N)=NCCC[C@H](N)C(=O)NCC(=O)N[C@@H](CC(=O)O)C(=O)O | 16%[60.1 µM] | 3% | -7%
COc1ccc(C(=C2C(=O)Nc3ccccc32)c2ccc(OC)cc2)cc1 | -2%[60.1 µM] | -4% | u
CC(=O)OC1CC2C(C)(C)C(=O)[C@@H]3OC3[C@@]2(C)C2CC[C@]3(C)C(=CC(=O)OC3c3ccoc3)[C@]12C (some centres undefined) | -3%[60.1 µM] | -21% | 0%
NCC1CCCCC1CC(=O)O (centres undefined) | -9%[60.1 µM] | 4% | 13%
O=C(O)CCC1CCCC1 | 11%[60.1 µM] | 7% | u
OC[C@@H]1[C@@H](c2ccc(F)cc2)C(c2ccc(F)cc2)=NN1c1ccccc1 | -20% | 76%[activator][110 µM] | -9%
COc1cc(OC)c2c(=O)c(-c3ccccc3)c(C)oc2c1OC | -8%[60.1 µM] | -1% | 2%
CC(C)C[C@H](NC(=O)[C@@H]1CCC(=O)N1)C(=O)N[C@@H](Cc1ccc(O)cc1)C(=O)N[C@@H](CCC(=O)O)C(=O)N[C@@H](CC(N)=O)C(=O)N[C@@H](CCCCN)C(=O)N1CCC[C@H]1C(=O)N[C@@H](CCCN=C(N)N)C(=O)N[C@@H](CCCN=C(N)N)C(=O)N1CCC[C@H]1C(=O)N[C@@H](Cc1ccc(O)cc1)C(=O)O | 7%[60.1 µM] | -13% | -3%
Cc1ccccc1C1CC(=O)Oc2ccc(C(C)(C)C)cc21 (centres undefined) | -19% | -18%[110 µM] | 0%
